Screening data (PubChem BioAssay)
Dicer processing = human Dicer pre-microRNA cleavage inhibition; Q9UPY3; cat-ELCCA pre-miR-21 Dicer processing, chemiluminescence; active compounds read high; z-score at 25 µM; hit rate 6% among 47,000; in the data active = z-score above about 3, passing the limit was not always enough;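 note: plate controls were vehicle for no effect and no enzyme for full effect; higher signal means more uncleaved substrate so more Dicer inhibition; strong numbers were not always called active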
The depositor's hits bear a star; & = joins results of further samples. Only part of the results is shown. The share of hits here may be higher or lower than overall.

SMILES | Dicer processing
COc1ccc(-c2ccc3cc(C(=O)O)ccc3c2)cc1C12CC3CC(CC(C3)C1)C2 | 0.25
O=c1ccn([C@H]2C[C@H](O)[C@@H](CO)O2)c(=O)[nH]1 | -1.1
Nc1c2c(nc3ccccc13)CCCC2O (stereo unspecified) | 0.36
CCn1cc(C(=O)O)c(=O)c2cc(F)c(N3CCNCC3)nc21 | 0.05
C[C@@H]1C[C@H]2[C@@H]3C[C@H](F)C4=CC(=O)C=C[C@]4(C)[C@@]3(F)[C@@H](O)C[C@]2(C)[C@@]1(O)C(=O)COC(=O)C(C)(C)C | -0.2
CCc1cncnc1N1CCN(Cc2nc3ccc(C(F)(F)F)cc3[nH]2)CC1 | 0.41
CC(=O)O[C@H]1Cc2ccccc2N(C(N)=O)c2ccccc21 | 0.17
O=C(O)C(O)C(O)C(O)C(O)C(=O)O (stereo unspecified) (tested in a mixture with another compound) | -0.59
CCC(=O)O[C@]1(C(=O)SCF)[C@H](C)C[C@H]2[C@@H]3C[C@H](F)C4=CC(=O)C=C[C@]4(C)[C@@]3(F)[C@@H](O)C[C@@]21C | -0.37
CCc1c2c(nc3ccc(OC(=O)N4CCC(N5CCCCC5)CC4)cc13)-c1cc3c(c(=O)n1C2)COC(=O)[C@]3(O)CC | 2.8
CCOC(=O)NNc1nncc2ccccc12 | -0.27
CCCCOc1ccc(CC(=O)NO)cc1 | -0.4
CC(C)c1ccc(N2C(=O)SC(c3ccccc3)C2=O)cc1 (stereo unspecified) | -2.81
Cc1ccccc1Cc1c(C)nc2c(-c3ccccc3)c(C)[nH]n2c1=O | 2.31
CN(C)C(=O)[C@H](O)[C@H](Cc1ccccc1)NC(=O)c1cc2cc(Cl)ccc2[nH]1 | -0.5
CCOC(=O)C1C2C=CC3(CN(c4ccccc4C)C(=O)C13)O2 (stereo unspecified) | 0.36
NC(=NCc1ccccc1)NC(=O)c1nc(Cl)c(N)nc1N | -1.53&-0.2
COC(c1ccccc1)(c1ccccc1)C(Oc1nc(C)cc(C)n1)C(=O)O (stereo unspecified) | -0.21
N.N.N.N.N.N.N.N.N.N.N.N.N.N.O.O.[Cl-].[Cl-].[Cl-].[Cl-].[Cl-].[Cl-].[Ru+4].[Ru+5].[Ru+5] | -0.91
COc1ccc(CN2CCN(C(c3ccc(F)cc3)c3ccc(F)cc3)CC2)c(OC)c1OC | -0.5
NC(N)=NC(=O)Cc1c(Cl)cccc1Cl | 0.56
Cc1cccc(NC(c2ccccc2F)c2ccc3ccc(C)nc3c2O)n1 (stereo unspecified) | -0.18
Cc1cccc(C)c1NC(=O)C1CCCCN1C (stereo unspecified) | 0.28
CCCCC1C(=O)N(c2ccccc2)N(c2ccccc2)C1=O | 0.57
Cn1c(=O)c2c(ncn2CCO)n(C)c1=O | -1.11
C=C1c2cccc(O)c2C(O)=C2C(=O)[C@]3(O)C(O)=C(C(N)=O)C(=O)[C@@H](N(C)C)[C@@H]3[C@@H](O)[C@H]12 | 22.5*
CC(=O)Nc1ccc(O)cc1 | 0.37
COc1ccccc1OCCNCC(O)COc1cccc2[nH]c3ccccc3c12 (stereo unspecified) | 3.35

Among those listed so far, these have a COOH group:
SMILES | Dicer processing
COc1ccc(-c2ccc3cc(C(=O)O)ccc3c2)cc1C12CC3CC(CC(C3)C1)C2 | 0.25
CCn1cc(C(=O)O)c(=O)c2cc(F)c(N3CCNCC3)nc21 | 0.05
O=C(O)C(O)C(O)C(O)C(O)C(=O)O (stereo unspecified) (tested in a mixture with another compound) | -0.59
COC(c1ccccc1)(c1ccccc1)C(Oc1nc(C)cc(C)n1)C(=O)O (stereo unspecified) | -0.21

Retrieved one by one from the entries so far (3):
SMILES | Dicer processing
CCCCC1C(=O)N(c2ccccc2)N(c2ccccc2)C1=O | 0.57
NC(=NCc1ccccc1)NC(=O)c1nc(Cl)c(N)nc1N | -1.53&-0.2
O=C(O)C(O)C(O)C(O)C(O)C(=O)O (stereo unspecified) (tested in a mixture with another compound) | -0.59

4 entries out of the list, arranged by count of non-hydrogen atoms, falling:
SMILES | Dicer processing
CCC(=O)O[C@]1(C(=O)SCF)[C@H](C)C[C@H]2[C@@H]3C[C@H](F)C4=CC(=O)C=C[C@]4(C)[C@@]3(F)[C@@H](O)C[C@@]21C | -0.37
Cc1ccccc1Cc1c(C)nc2c(-c3ccccc3)c(C)[nH]n2c1=O | 2.31
CCCCC1C(=O)N(c2ccccc2)N(c2ccccc2)C1=O | 0.57
CC(=O)Nc1ccc(O)cc1 | 0.37
